# Dengue-2 NS5 capping – flavivirus cap methylation enzyme inhibition – biochemical, confirmation dose response, primary screen (AID 588689); Dengue-2 NS5 methyltransferase capping enzyme assay, biochemical; higher % means a stronger effect; inhibition, % at 25 µM, or IC50 in µM where a hit was titrated; actives 0.3% (n = 340,000); in the data active means a potency from the dose series
# Salmonella PhoP GFP – inhibitors of PhoP regulon expression, primary screen, Salmonella Typhimurium, GFP reporter (AID 1863) | inhibition, % at 50 µM; hits with a dose series show IC50 in µM | S. Typhimurium PhoP-regulated promoter GFP reporter, 4 h; higher % means a stronger effect | actives 0.16% (n = 300,000);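 active means inhibition over 29.93%, a cutoff 3 SD above the screen mean, later confirmed by dose response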;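 further: 0% = low Mg2+ inducing control and 100% = high Mg2+ repressing control; strong numbers were not always called active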
# MgcRacGAP inhibition – MgcRacGAP GTPase-activating activity inhibitors, confirmation, biochemical, ADP Hunter fluorescence; MgcRacGAP-stimulated Rac1 GTP hydrolysis, ADP Hunter fluorescence; higher % means a stronger effect; GST-tagged Rac1 F28L mutant substrate; one-dose inhibition, % at 30 µM; IC50 in µM for titrated hits; actives 0.6% (n = 340,000);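 active means first-screen hits whose inhibition reached a set limit at any dose in the follow-up dose series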;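 further: fluorescence reports GDP produced by GAP-driven GTP hydrolysis; strong numbers were not always called active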
# RSV antiviral HEp-2 – inhibition of RSV-induced cytopathic effect – HEp-2 cells, primary 10 µM value included (AID 2391). actives 0.13% (n = 310,000). HEp-2 cells, RSV-induced CPE inhibition; higher % means a stronger effect. one-dose CPE inhibition, % at 10 µM; IC50 in µM for titrated hits; in the data active means a potency from the dose series; further: strong numbers were not always called active
# K1F lysis inhibition – inhibition of K1F phage lysis, E. coli UTI89, bacterial capsule biogenesis inhibitors, alamar blue (AID 488966); actives 0.02% (n = 340,000); inhibition, % at 100 µM; hits with a dose series show IC50 in µM; E. coli UTI89 K1F phage lysis, alamar blue, 2 h; higher % means a stronger effect;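 active means phage lysis inhibition, versus mean bacterial control, above a set limit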;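 further: capsule biogenesis inhibitors block K1F phage lysis so surviving cells raise fluorescence; higher fluorescence means more inhibition of phage lysis; actives were called in the ten point dose series up to 300 µM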
# SV40 large T antigen – TAg ATPase/helicase activity blockers – biochemical (AID 1903); SV40 large T antigen ATPase/helicase inhibition assay; higher % means a stronger effect; inhibition, % at 20 µM; hits with a dose series show IC50 in µM; actives 0.39% (n = 310,000); in the data active means a potency from the dose series; further: strong numbers were not always called active
# Active calls of the source: *. An excerpt; count on the stated rates, not on these rows.
SMILES,Dengue-2 NS5 capping,Salmonella PhoP GFP,MgcRacGAP inhibition,RSV antiviral HEp-2,K1F lysis inhibition,SV40 large T antigen
CC[C@@H]1C(=O)OC[C@@H]1Cc1cncn1C,4%,-3%,0%,-1.8%,1.7%,9%

# Screening results as filed in PubChem.
